Bioassay records deposited in PubChem BioAssay by National Center for Advancing Translational Sciences (NCATS).
JMJD2A Tudor inh: JMJD2A Tudor domain (human) inhibition; AlphaScreen JMJD2A-Tudor / H3K4me3 peptide binding; 390,000 compounds, 4.4% hits; Potency, µM (top dose mostly 114 µM), without a hit: top-dose activity change, negative = inhibition, most hits filed as inhibitors; O75164; note: potency is the fitted concentration of half-maximal effect; % is set by controls: 0 for no effect and ±100 for the full control effect; nearly all actives have a fitted effect of over 50% in size
HP1b binding inh: HP1-beta chromodomain-methylated histone interaction inhibition; 390,000 compounds, 0.56% hits; P83916; AlphaScreen HP1-beta / biotin-H3K9me3 peptide binding; Potency, µM (series often up to 114 µM), for the others: top-dose activity change, negative = inhibition, actives largely listed as inhibitors; note: potency is the fitted concentration of half-maximal effect; nearly all actives have a fitted effect of over 70% in size; inactives centre near 23
Target sequence (P83916 whole entry, looked up): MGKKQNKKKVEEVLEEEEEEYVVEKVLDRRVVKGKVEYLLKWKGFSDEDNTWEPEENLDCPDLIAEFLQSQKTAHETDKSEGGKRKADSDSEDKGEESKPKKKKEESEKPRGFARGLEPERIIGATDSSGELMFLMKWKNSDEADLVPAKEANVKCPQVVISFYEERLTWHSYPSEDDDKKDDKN
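HP1-beta protein (50 nM final) preincubated 30 min at room temperature with biotinylated H3(1-18)K9me3 peptide (50 nM) in PBS pH 7.4, 0.01% Tween-20, then compound added for 30 min. AlphaScreen streptavidin donor/nickel chelate acceptor beads (10 ug/mL final), 30 min dark, luminescence read.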
ERG-DNA inh: ERG Ets/DNA interaction inhibition; P11308; fluorescence polarization, His-ERG Ets domain / labelled DNA; Potency, µM (series often up to 76.9 µM), for inactives: at the top dose FP activity, negative = inhibition, hits mostly inhibitors; 370,000 compounds, 0.028% hits; AID 624246; active = well fitted inhibition curve with a large enough effect in the polarisation, with a control signal flat; inconclusive = small, poorly fitted or top-dose-only effect, or effect the other way, or a change in a side signal; inactive = no such curve, though single readings can be large or run the other way; the % refers to the polarisation;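 note: polarization taken with two DNA probes labelled with fluorescein and Texas red; potency is the fitted concentration of half-maximal effect; % of control where 0% means no effect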
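His-tagged ERG Ets domain (1 uM in the protein solution; 300mM KCl, 50mM Tris-HCl, 1mM EDTA, 1mM DTT, pH 7.5) received compound, then a probe mix of 5 nM fluorescein-DNA and 100nM Texas-615-DNA. Fluorescence polarization was read for both dyes.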
BAZ2B block: inhibitors of human BAZ2B bromodomain. Q9UIF8. AlphaScreen BAZ2B-H3K14Ac peptide displacement. Potency, µM (doses to about 114 µM), inactives show at the highest dose activity change, negative = inhibition, usual class: inhibitors. 360,000 compounds, 4.4% hits. AID 504333; note: potency is the fitted concentration of half-maximal effect; % is set by controls: 0 for no effect and ±100 for the full control effect; nearly all actives have a fitted effect of over 60% in size
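Inhibition is scored as reduced AlphaScreen emission. The BAZ2B/b-H3(5-23)K14Ac complex (50 nM each) in PBS pH 7.4, 0.01% Tween-20 meets compound (up to 110 uM) for 30 min at RT before bead addition.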
12-LOX inh: inhibitors of human 12S-lipoxygenase ALOX12; purified 12hLO, xylenol orange hydroperoxide absorbance; Potency, µM (doses to about 108 µM), for inactives: at the highest dose activity change, negative = inhibition, hits mostly inhibitors; 580,000 compounds, 1.1% hits; AID 1671190; note: potency is the fitted concentration of half-maximal effect; % is set by controls: 0 for no effect and ±100 for the full control effect
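Hydroperoxide product was detected by ferrous iron/xylenol orange as the 573 to 405 nm absorbance ratio. Arachidonic acid at 40 uM (final) was turned over for 30 min at room temperature by 150 nM human 12hLO, pH 7.0 Hepes buffer, after 15 min compound preincubation.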
GLS inh: glutaminase GLS (human) inhibition; O94925; GLS enzymatic activity, qHTS titration; AID 624170; Potency, µM (highest dose often 45.5 µM), for inactives: top-dose activity change, negative = inhibition, most hits filed as inhibitors; 410,000 compounds, 0.21% hits; note: potency is the fitted concentration of half-maximal effect; % is set by controls: 0 for no effect and ±100 for the full control effect
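Two-point fluorescence kinetic (t0, 30 min RT) for hKGA; glutamate detected via glutamate oxidase–HRP–Amplex Red. Substrate: 1 mM L-glutamine solution; buffer 45 mM KH2PO4, pH 8.2.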
RGS4 inh: inhibitors of human regulator of G protein signaling 4. 390,000 compounds, 0.039% hits. AID 504845. Potency, µM (titrated, usually from 114 µM), without a hit: at the top dose activity change, negative = inhibition, hits mostly inhibitors. Transcreener GDP fluorescence polarization, RGS4-accelerated GTP hydrolysis. P49798; note: potency is the fitted concentration of half-maximal effect; % is set by controls: 0 for no effect and ±100 for the full control effect; nearly all actives have a fitted effect of over 75% in size; some results filed as inactive show a strong effect at the top dose
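MLSMR compounds (23 nl, pin-transferred) preincubated 10 min at room temperature with a 500nM (2x) first reagent, then RGS4 at 900nM (2x) plus Transcreener GDP mix added; fluorescence polarization (620/688 nm) read before and after 90 min at 30 °C.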
G9a inh: inhibitors of human histone lysine methyltransferase G9a; G9a H3K9 monomethylation, AlphaScreen, 2 h; Potency, µM (titrated, usually from 102 µM), without a hit: top-dose activity, negative = inhibition, most hits filed as inhibitors; 350,000 compounds, 8.8% hits; AID 504332; note: potency is the fitted concentration of half-maximal effect; % is set by controls: 0 for no effect and ±100 for the full control effect; nearly all actives have a fitted effect of over 75% in size
Target sequence (Q96KQ7 913-1193 limits assumed): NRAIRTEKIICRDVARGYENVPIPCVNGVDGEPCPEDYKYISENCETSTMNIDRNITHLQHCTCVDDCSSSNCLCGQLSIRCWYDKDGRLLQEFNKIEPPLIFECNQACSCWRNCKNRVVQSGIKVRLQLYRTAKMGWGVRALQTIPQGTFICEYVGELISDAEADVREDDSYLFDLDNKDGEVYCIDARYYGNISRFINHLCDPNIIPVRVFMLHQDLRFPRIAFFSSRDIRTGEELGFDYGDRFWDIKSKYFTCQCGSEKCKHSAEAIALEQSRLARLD
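Signal arises when biotinylated H3K9 peptide, once monomethylated, bridges streptavidin donor and antibody-captured acceptor beads. Enzyme at 20 nM was preincubated 15 min with test compounds; peptide 500 nM and SAM 20 uM then reacted for 2 h.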
PI4K2A inh: PI4K2A (human) kinase inhibition; activity change, negative = inhibition, % at 76.9 µM; purified PI4K2A, ADP-Glo luminescence, 1 h; hits give low values; 420,000 compounds, 0.13% hits; Q9BTU6; AID 1346378; in the data active = activity change below about -50%; inconclusive = mostly about -30% to -49%;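 note: -100% = wells without enzyme as full effect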
Target sequence (Q9BTU6 whole entry, looked up): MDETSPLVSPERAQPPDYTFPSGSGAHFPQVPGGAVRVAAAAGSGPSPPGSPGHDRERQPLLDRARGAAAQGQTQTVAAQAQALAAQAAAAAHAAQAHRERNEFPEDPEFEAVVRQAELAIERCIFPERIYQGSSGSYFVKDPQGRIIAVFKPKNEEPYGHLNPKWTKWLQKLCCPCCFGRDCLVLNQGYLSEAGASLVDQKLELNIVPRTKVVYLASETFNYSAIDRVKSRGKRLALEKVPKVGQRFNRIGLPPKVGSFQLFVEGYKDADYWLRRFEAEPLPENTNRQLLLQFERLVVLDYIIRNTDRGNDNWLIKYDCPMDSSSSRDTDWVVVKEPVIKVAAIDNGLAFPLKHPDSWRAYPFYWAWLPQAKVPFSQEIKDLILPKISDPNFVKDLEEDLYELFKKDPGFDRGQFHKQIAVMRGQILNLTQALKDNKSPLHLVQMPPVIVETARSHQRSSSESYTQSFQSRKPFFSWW
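PI4K2A activity was measured by ADP-Glo luminescence: enzyme (4 ug/mL stock) and phosphatidylinositol (1.2 mM stock) in Tris pH 7.5/MgCl2/EGTA/Triton X-100 buffer were reacted with ATP (300 microM stock) for one hour at ambient temperature.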
Numbers without * were called inactive; i = inactive; ? = inconclusive; nt = not tested or not shown; & = joins results of further samples; [ ] = remark or other dose. Unless noted, calls come from the whole dose curve; as a rule, active = well fitted curve in the direction sought with a large enough effect; inconclusive = small, poorly fitted or top-dose-only effect, or another doubt; inactive = no such curve, though single readings can be large; an effect the other way counts as inactive or inconclusive. A portion of the library; count on the stated rates, not on these rows.

ERG-DNA inh | G9a inh | BAZ2B block | GLS inh | 12-LOX inh | HP1b binding inh | RGS4 inh | PI4K2A inh | JMJD2A Tudor inh | SMILES
-12% | -32% | -24% | 8% | -2% | -4% | 26% | -2 | -23% | COc1ccc(NC(=O)c2cc(Br)ccc2Cl)c([N+](=O)[O-])c1
0% | 11%[59 µM] | ? | 0% | -7% | 33% | 1% | 2 | -13% | CCc1ccc(CNC(=O)CCc2c(C)nn(-c3ccc(N4CCCC4)nn3)c2C)cc1
-3% | -11%[12.7 µM] | 124%[activator] | -14% | 0% | 229%[activator] | 1% | 2 | 73%[activator] | CCC(C(=O)O/N=C(\N)c1ccc(C)cc1)c1ccccc1 (stereo unspecified)
13% | -9%[59 µM] | 27% | 2% | 1% | 34% | 0% | 0 | -13% | Cc1nc(Cl)sc1C(=O)Nc1ccccc1
-7% | 16%[59 µM] | -14% | 7% | -15% | 12%[57 µM] | 24% | -7 | -15% | Cc1ccc2[nH]c3c(=O)n(CC(=O)NCCCN(C)Cc4ccccc4)ncc3c2c1
9% | 0% | -23% | -17% | i | 22% | -21% | -9 | -15% | CNC(=S)N/N=C(\C)c1ccccc1
4% | ? | -7% | 5% | 2% | 0% | 14% | 2 | -24% | O=C(c1ccc(S(=O)(=O)NCc2ccco2)cc1)N1CCN(Cc2ccccc2F)CC1
-6% | -16%[59 µM] | -4% | 3% | -2% | 22% | 25% | 1 | -6% | CC(C)(C)NC(=O)NC(=O)COC(=O)c1ccco1
0% | 123%[activator] | 63%[activator] | -14% | 0% | 156%[activator] | -13% | 4 | 112%[activator] | COC(=O)C1=CN(CCOC23CC4CC(CC(C4)C2)C3)C=C(C(=O)OC)C1c1ccsc1
0% | -4%[59 µM] | ? | 9% | -9% | 0% | ? | 5 | -9% | O=C(NCc1cccnc1)/C(=C\c1ccc(-c2cccc(Cl)c2)o1)S(=O)(=O)c1ccccc1
20% | 21% | 56µM* | 1% | -8% | 6% | -36% | -3 | -12% | Cc1nc(NC(=O)c2cc3ccccc3o2)sc1C
13% | 7% | 12% | 0% | 9% | 21% | 12% | -5 | -12% | CC(NC(=O)CCNC(=O)c1ccc(Br)cc1)c1ccc(S(N)(=O)=O)cc1 (stereo unspecified)
11% | ? | -26% | -4% | ? | 15% | -19% | -2 | ? | NC(=O)[C@H]1CC2(CC(c3cccc(NC(=O)CC(c4ccccc4)c4ccccc4)c3)=NO2)CN1C(=O)c1ccccc1C(=O)c1ccccc1 (stereo partly specified)
-7% | 8%[59 µM] | -27% | 8% | -6% | -2% | 2% | 3 | -28% | COc1ccccc1Nc1nc(N)nc(CSC(=S)N2CCC(C)CC2)n1
3% | -4%[59 µM] | -32% | -5% | -16% | 31% | 5% | 4 | -27% | CCCCn1c(O)c(N=NC(=O)c2ccccc2NS(=O)(=O)c2cccs2)c2ccccc21
0% | 4%[59 µM] | 5% | 9% | 12% | 36% | 9% | 4 | -5% | Cc1ccc(S(=O)(=O)NCCCCCC(N)=O)cc1
-4% | 56µM* | -2% | -4% | -6% | 24% | -17% | -6 | -11% | CCn1c(SCc2cccc(C(=O)O)c2)nnc1-c1ccccc1
0% | -2% | -5% | 4% | -18% | 18%[57 µM] | -5% | 2 | -2% | CC1CCCC(NC(=O)c2ccc3c(SCC(=O)O)c4c(nc3c2)CCC4)C1C (stereo unspecified)
-2% | -39% | -13% | -3% | 0% | 61%[activator] | -20% | 1 | 0%[57.1 µM] | CCN1CCN(C(=O)c2ccccc2NS(=O)(=O)c2ccc(Cl)cc2)CC1
3% | 1%[59 µM] | 27% | 7% | -10% | 130%[activator] | -39% | 18 | 2% | O=C(CCS(=O)(=O)c1cc2c(cc1Cl)NC(=O)CO2)NCCc1ccc(Cl)cc1
7% | nt | -4% | -2% | -3% | 25%[57 µM] | ? | 3 | -4% | COc1ccc(C(=O)Nc2ccccc2C(=O)N2CCOCC2)cc1Br
-8% | 45µM* | ? | 0% | ? | -11% | 9% | 1 | ? | CCN(Cc1ccccc1)S(=O)(=O)c1ccc(C(=O)N(CCCN(C)C)c2nc3cc(OC)ccc3s2)cc1
-10% | 8%[59 µM] | nt | 10% | -8% | 17% | 9% | -2 | -10% | CCCn1c(SCc2cc(=O)[nH]c3ccccc23)nc2c1c(=O)n(C)c(=O)n2C
-2% | 24%[59 µM] | 6% | 13% | 9% | 22% | 9% | 4 | -1% | CC(=O)N(CC1CCCO1)c1nnc(-c2cnccn2)s1 (stereo unspecified)
-1% | nt | nt | 9% | 0% | 24% | -24% | 10 | ? | CCn1c(SCC(=O)NNC(=O)c2ccc(C)cc2)nnc1-c1ccncc1
nt | nt | -38% | 2% | 22% | 35% | 9% | 1 | -15% | O=[N+]([O-])c1ccc(N2CCOCC2)nc1
6% | -26% | 11% | 2% | -24% | 23%[57 µM] | -57% | -5 | 0% | Cc1cccc(C)c1NC(=O)C(Cl)C(=O)c1ccccc1 (stereo unspecified)
3% | 6% | -15% | 6% | -15% | 0% | 21% | -11 | -7% | Cc1cnc(NC(=O)c2cccs2)s1
2% | -37%[59 µM] | -1% | -2% | 129%[activator] | 35% | -20% | -3 | -8% | CCCCn1c(N)c(N(CC)C(=O)c2cccc(OCc3ccccc3)c2)c(=O)[nH]c1=O
-1% | -36%[59 µM] | ? | 21% | 1% | 22% | 14% | 1 | -19% | O=C(C1COc2cc(S(=O)(=O)Nc3ccc(Cl)cc3)ccc2O1)N1CCCC1 (stereo unspecified)
9% | ? | -2% | 1% | 2% | 33% | 21% | 2 | -7% | Cc1ccc2onc(CC(=O)N3CCN(c4cccc(C)c4C)CC3)c2c1
11% | ? | -1% | -11% | -2% | 31% | 11% | 1 | 1% | O=C(Nc1cccc2ccccc12)C1CCCC1
-1% | 21%[59 µM] | 4% | 30% | 15% | 20% | 7% | -9 | -16% | O=C(C1CCN(c2nnnn2-c2ccccc2)CC1)N1CCN(c2ccccc2)CC1
0% | -4% | 12% | 0% | 388%[activator] | 50%[activator] | -2% | 1 | -6% | O=C(NCCN1C(=O)C2C3C=CC(C3)C2C1=O)Nc1ccc(Br)cc1 (stereo unspecified)
nt | ? | ? | 15% | -3% | 3% | 13% | 3 | -19% | CC(C)(C)NC(=O)C(c1ccncc1)N(Cc1cccs1)C(=O)Cn1nnc(-c2cccs2)n1 (stereo unspecified)
2% | 4%[59 µM] | 15% | -8% | ? | 52%[57 µM] | -21% | -8 | -3% | Cc1ccccc1Cn1cnc2nc3c(cc2c1=O)CC(C)CC3 (stereo unspecified)
0% | 2.8µM* | ? | -1% | ? | ? | ? | -6 | 8.9µM* | CCn1nc(C)cc1-c1n[nH]c(=S)n1N
-1%&3% | 13%&17%[59 µM] | 9%&2% | 1%&3% | -3%&-13% | 15%&41% | 7%&-1% | 9&0 | -10%&-14% | COc1ccc(CNS(=O)(=O)c2cc(Br)cc3c2N(C(C)=O)C(C)C3)cc1 (stereo unspecified)
-2% | -7%[59 µM] | 0% | 3% | -19% | 8% | 3% | 3 | -18% | CC(Sc1nncn1-c1ccccc1)C(=O)Nc1cccc([N+](=O)[O-])c1 (stereo unspecified)
1% | 55%[activator] | 22% | -1% | -10% | 53%[activator] | -2% | -1 | 45%[activator] | O=C(COc1ccc(Br)cc1Br)NC(=O)NC1CCCC1
-1% | -42% | -20% | -12% | 0% | 32%[activator] | -12% | -3 | -8%[11.4 µM] | CC(C)(O)C#Cc1ccc(C(=O)N2CCN(c3ccc(F)cc3)CC2)cc1

Sorted by length of the SMILES (low to high): 5 of the compounds above
ERG-DNA inh | G9a inh | BAZ2B block | GLS inh | 12-LOX inh | HP1b binding inh | RGS4 inh | PI4K2A inh | JMJD2A Tudor inh | SMILES
1% | 55%[activator] | 22% | -1% | -10% | 53%[activator] | -2% | -1 | 45%[activator] | O=C(COc1ccc(Br)cc1Br)NC(=O)NC1CCCC1
0% | -4% | 12% | 0% | 388%[activator] | 50%[activator] | -2% | 1 | -6% | O=C(NCCN1C(=O)C2C3C=CC(C3)C2C1=O)Nc1ccc(Br)cc1 (stereo unspecified)
-1% | 21%[59 µM] | 4% | 30% | 15% | 20% | 7% | -9 | -16% | O=C(C1CCN(c2nnnn2-c2ccccc2)CC1)N1CCN(c2ccccc2)CC1
-1%&3% | 13%&17%[59 µM] | 9%&2% | 1%&3% | -3%&-13% | 15%&41% | 7%&-1% | 9&0 | -10%&-14% | COc1ccc(CNS(=O)(=O)c2cc(Br)cc3c2N(C(C)=O)C(C)C3)cc1 (stereo unspecified)
nt | ? | ? | 15% | -3% | 3% | 13% | 3 | -19% | CC(C)(C)NC(=O)C(c1ccncc1)N(Cc1cccs1)C(=O)Cn1nnc(-c2cccs2)n1 (stereo unspecified)
